Screening results (PubChem BioAssay)
ALDH1A1 block = blocks purified human ALDH1A1 activity. P00352. Potency, µM (titrated, usually from 75.3 µM), inactives show at the top dose activity, negative = inhibition, hits mostly inhibitors. hit rate 7.3% among 220,000. Purified ALDH1A1, NADH fluorescence, propionaldehyde substrate; active = well fitted inhibition curve with a large enough effect, not every such curve was filed as active; inconclusive = small, poorly fitted or top-dose-only effect, or another doubt; inactive = no such curve, though single readings can be large or run the other way;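 note: plate controls were no enzyme wells and a reference inhibitor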
Target sequence (P00352 whole entry, looked up): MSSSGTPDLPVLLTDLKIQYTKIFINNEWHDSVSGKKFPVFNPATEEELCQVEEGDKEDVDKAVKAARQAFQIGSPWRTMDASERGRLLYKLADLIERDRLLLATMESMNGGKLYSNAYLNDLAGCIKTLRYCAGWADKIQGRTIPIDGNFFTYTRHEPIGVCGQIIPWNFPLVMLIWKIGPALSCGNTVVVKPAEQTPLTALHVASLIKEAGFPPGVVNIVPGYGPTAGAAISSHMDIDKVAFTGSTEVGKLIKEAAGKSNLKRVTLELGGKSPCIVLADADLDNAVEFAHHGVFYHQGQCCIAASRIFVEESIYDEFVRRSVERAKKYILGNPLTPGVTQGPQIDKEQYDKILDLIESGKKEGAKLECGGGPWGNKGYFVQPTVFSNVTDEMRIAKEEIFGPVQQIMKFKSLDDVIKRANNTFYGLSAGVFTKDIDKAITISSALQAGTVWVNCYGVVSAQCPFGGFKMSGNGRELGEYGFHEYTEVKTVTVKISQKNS
LMNA splice mod = changes lamin A minigene splicing in HeLa cells; HeLa LMNA splicing GFP/RFP minigene ratio, 48 h; Potency, µM (doses to about 46.1 µM), for inactives: at the top dose ratio change, negative = inhibition, usual class: inhibitors; hit rate 0.01% among 200,000; AID 1487; active = well fitted inhibition curve with a large enough effect in the signal ratio, with a control signal flat, not every such curve was filed as active; inconclusive = small, poorly fitted or top-dose-only effect, or effect the other way, or a change in a side signal; the % refers to the signal ratio; note: % is set by controls: 0 for no effect and ±100 for the full control effect
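S3 HeLa cells stably expressing lamin A-EGFP splicing minigene plus DsRed2, 600 cells/well, 48 h compound exposure at 37C. Laser-scanning cytometry; analysed as GFP (500-530 nm)/RFP (575-640 nm) total intensity ratio; 0.5% DMSO vehicle.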
TR SRC2 fluor cs = counter-screen for TRb-SRC2 inhibitors: fluorescence interference; AID 1479; Potency, µM (doses to about 106 µM), without a hit: at the top dose fluorescence change, negative = quenching; TRb/SRC2 Texas Red total fluorescence interference; hit rate 0.29% among 280,000; active = well fitted curve in either direction with a large enough effect; inconclusive = small, poorly fitted or top-dose-only effect; note: % is set by controls: 0 for no effect and ±100 for the full control effect
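Human TRβ ligand-binding domain (0.6 uM) and Texas Red SRC2 peptide (20 nM) in Tris buffer with 1 uM T3 and 5% DMSO were incubated with pinned compound for 5 hr at ambient temperature. Total fluorescence was computed as S + 2P (555/632 nm).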
RECQ1 helicase = inhibitors of human RECQ1 DNA helicase; P46063; RECQ1 DNA unwinding, red fluorescence kinetic read; Potency, µM (series often up to 57.3 µM), inactives show top-dose activity, negative = inhibition, hits mostly inhibitors; hit rate 0.54% among 240,000; AID 2549;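 note: plate controls were vehicle for no effect and no enzyme for full effect; nearly all actives have a fitted effect of over 30% in size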
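RECQ1T1 50 nM; forked duplex (20 bp + 30-nt ss tails) 200 nM, ATP 2 mM final; pH 8.0, 2 mM MgCl2, 2.5 ug/ml poly(dI-dC); 15 min compound preincubation; discontinuous kinetic read over 2 h at RT.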
SMN2 splice enh = enhancers of SMN2 splice variant expression. Potency, µM (doses to about 46.1 µM), for the others: top-dose activity change, positive = activation, usual class: activators. HEK293 SMN2-luciferase splicing reporter, luminescence, 30-36 h. AID 1458. hit rate 2.8% among 210,000; note: % of control where 0% means no effect; nearly all actives have a fitted effect of over 55% in size
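HEK293 cells carry an SMN2 […]–luciferase reporter in which exon 7 inclusion puts luciferase in frame. Cells were plated 10-12 h before compound addition, then incubated 30-36 h at 37C. ONE-Glo luminescence was read; sodium butyrate at 4.5 mM final served as control.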
RGS12 GoLoco inh = RGS12 GoLoco-Gai1 interaction inhibition; Potency, µM (doses to about 61.6 µM), without a hit: at the top dose activity, negative = inhibition, most hits filed as inhibitors; Gai1:RGS12 GoLoco peptide FP, rhodamine, 10 min; AID 880; hit rate 0.44% among 230,000; active = well fitted inhibition curve with a large enough effect, not every such curve was filed as active; inactive = no such curve, though single readings can be large or run the other way; note: % is set by controls: 0 for no effect and ±100 for the full control effect; nearly all actives have a fitted effect of over 30% in size; many of its hits are not listed in these tables
TRb SRC2 PPI = disrupts binding of human TR beta to SRC2. P10828. TRbeta-SRC2 peptide binding, fluorescence polarization; receptor liganded with 1 µM T3. Potency, µM (highest dose often 106 µM), without a hit: at the highest dose activity change, negative = inhibition, usual class: inhibitors. hit rate 0.065% among 280,000. AID 1469;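 note: plate controls were bound peptide for no effect and peptide without receptor for full effect; nearly all actives have a fitted effect of over 50% in size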
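Polarization signal, normalized between peptide-alone and full complex controls, measured compound effects on T3-liganded human TRb LBD (0.6 uM) binding 20 nM Texas Red SRC2 peptide after 5 hr.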
KDM4E inh = JMJD2E (human) inhibition | B2RXH2 | JMJD2E catalytic domain, FDH-coupled NADH fluorescence (FDH is formaldehyde dehydrogenase) | Potency, µM (doses to about 57.1 µM), inactives show top-dose activity change, negative = inhibition, most hits filed as inhibitors | hit rate 1.6% among 230,000; active = well fitted inhibition curve with a large enough effect, not every such curve was filed as active; inconclusive = small, poorly fitted or top-dose-only effect, or another doubt; inactive = no such curve, though single readings can be large or run the other way;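 note: 0% = wells with enzyme and -100% = buffer wells without enzyme; nearly all actives have a fitted effect of over 50% in size; many of its hits are not listed in these tables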
Target sequence (B2RXH2 1-337 limits assumed): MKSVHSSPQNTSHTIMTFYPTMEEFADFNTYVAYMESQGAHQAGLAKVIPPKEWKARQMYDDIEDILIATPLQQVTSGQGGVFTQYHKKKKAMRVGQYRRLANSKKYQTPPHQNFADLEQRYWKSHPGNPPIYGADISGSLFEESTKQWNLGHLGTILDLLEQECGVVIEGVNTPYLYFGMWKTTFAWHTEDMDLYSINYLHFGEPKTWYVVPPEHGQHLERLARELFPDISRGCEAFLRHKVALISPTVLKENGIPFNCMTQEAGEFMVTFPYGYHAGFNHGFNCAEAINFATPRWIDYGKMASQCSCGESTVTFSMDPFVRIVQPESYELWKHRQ
An asterisk follows results filed as active; i = inactive; ? = inconclusive; nt = no result given; & = joins results of further samples; [ ] = remark or other dose. Unless noted, calls come from the whole dose curve; as a rule, active = well fitted curve in the direction sought with a large enough effect; inconclusive = small, poorly fitted or top-dose-only effect, or another doubt; inactive = no such curve, though single readings can be large; an effect the other way counts as inactive or inconclusive. Potency is the fitted concentration of half-maximal effect. These rows are one share of the data; rates above refer to the full screens.

SMILES	ALDH1A1 block	LMNA splice mod	TR SRC2 fluor cs	RECQ1 helicase	SMN2 splice enh	RGS12 GoLoco inh	TRb SRC2 PPI	KDM4E inh
CCCc1cc(C(=O)N2CCCC(C(=O)c3cccc4ccccc34)C2)n(C)n1 (stereo not drawn)	-14%	7%[46 µM]	-1%	-8%	nt	3%	4%	-8%
COc1cccc(N2CCN(CC(=O)NC3=Nc4ccccc4N=C(C)C3c3ccccc3)CC2)c1 (stereo not drawn)	nt	nt	-2%	-7%	nt	5%	-4%	-7%
O=C(O)CCCNc1c(C(=O)Nc2ccc(Cl)cc2)cc([N+](=O)[O-])cc1[N+](=O)[O-]	1%	-24%[46 µM]	-1%	-2%	4%	11%	-9%	1%
COc1ccc(NC(=O)c2ccc(C(=O)c3ccccc3)o2)cc1	?	?	-4%	-2%	-14%	17%	0%	3%
Cc1cc2nc3c(c(=O)n2[nH]1)CCCC3	?	19%	-2%	-3%	26%	10%	-16%	?
Cc1nn(Cc2ccc(F)cc2)c(Cl)c1/C=N/NC(=O)c1ccccc1	10%	?	-6%	2%	-3%	4%	-8%	?
CCn1c(=N)n(CC(O)COc2cccc(C)c2)c2ccccc21 (stereo not drawn)	4%	-6%	2%	-14%	-10%	8%	-19%	-3%
COc1ccc(C(=O)c2cc([N+](=O)[O-])ccc2N2CCCC2)cc1	-2%	?	0%	-4%	-45%[inhibitor]	14%	8%	3%
COc1ccc(/C=N/N=C2\SCC(=O)N2c2c(C)n(C)n(-c3ccccc3)c2=O)cc1OC	9%	-15%	-2%	0%	6%	4%	4%	-8%
COc1ccccc1CNC(=O)CN(c1cccc([N+](=O)[O-])c1)S(C)(=O)=O	-8%	nt	-1%	i	-1%	7%	1%	-29%
Cc1cccc(NC(=O)CNC(=O)COc2ccc(-c3ccc(C#N)cc3)cc2)c1C	?	?	-3%	9%	-54%[inhibitor]	8%	6%	11%
CC1=NN(C(=O)c2ccoc2C)C(O)(C(F)(F)F)C1 (stereo not drawn)	14%	nt	1%	-12%	nt	-2%	-3%	2%
Cc1ccc(S(=O)(=O)Nc2cc(-c3ccccc3)nn2C)cc1	nt	nt	4%	-2%	nt	-6%	-2%	-5%
COc1ccc(OC)c(CNC(=O)Cc2c(C(=O)O)[nH]c3ccccc23)c1	1%	-5%	0%	-13%	-12%	5%	-21%	0%
COc1ccc(Cl)cc1-c1nc(-c2ccc(NC(=O)c3cccs3)cc2)no1	?	-1%	0%	4%	3%	13%	4%	-1%
Cc1onc(-c2ccccc2)c1C(=O)N1CCc2ccccc21	-3%	-9%	1%[53 µM]	i	2%	8%	-16%[53 µM]	3%
CC(C)Oc1cccc(C(=O)C2CCCN(Cc3cccn3-c3cccnc3)C2)c1 (stereo not drawn)	nt	nt	-1%	-3%	nt	3%	1%	-17%
O=C(Nc1ccc(N2CCOCC2)c(Cl)c1)c1cccnc1	3%	2%	-4%	4%	?	3%	-4%	-1%
Cc1ccc(NC(=S)NNC(=S)NC2CCCCC2)cc1	3.2µM*	nt	0%	-16%	?	7%	-1%	-5%
Cc1ccc(C)c(C(=O)O/N=C(\N)c2ccc(Br)cc2)c1	1%	14%	2%	-6%	?	-6%	0%	1%

Some of the entries so far, with values under each structure.
The line under a structure holds: ALDH1A1 block, LMNA splice mod, TR SRC2 fluor cs, RECQ1 helicase, SMN2 splice enh, RGS12 GoLoco inh, TRb SRC2 PPI, KDM4E inh
- Cc1ccc(NC(=S)NNC(=S)NC2CCCCC2)cc1
    3.2µM*, nt, 0%, -16%, ?, 7%, -1%, -5%
- Cc1ccc(C)c(C(=O)O/N=C(\N)c2ccc(Br)cc2)c1
    1%, 14%, 2%, -6%, ?, -6%, 0%, 1%

(next part)
SMILES	ALDH1A1 block	LMNA splice mod	TR SRC2 fluor cs	RECQ1 helicase	SMN2 splice enh	RGS12 GoLoco inh	TRb SRC2 PPI	KDM4E inh
N#Cc1c(N)c(C(=O)c2ccc(Cl)cc2)n2c1CCC2	2%	1%	-2%	-2%	-20%	-8%	-1%	-1%
Cc1occc1C(=O)NNC(=O)C1CCCCC1	-7%	-11%	0%	-1%	12%[1.84 µM]	-1%	-3%	-2%
COc1ccc(NC(=O)CNS(=O)(=O)c2ccc(Cl)cc2)cc1	?	-19%	0%	3%	-15%	-3%	-17%	0%
O=C(CCCOc1ccc(Cl)cc1Cl)N1CCCc2ccccc21	-3%	2%	0%	-10%	-24%	-4%	8%	-2%
Cc1ccc(-c2nnc(SCC(N)=O)n2C)cc1	8%	nt	-2%	16%	-8%	-1%	3%	0%
O=C(c1ccccc1)c1ccccc1C(=O)N1CCOCC1	6%	-2%	-1%	i	?	2%	-3%	6%
COc1ccc(/C=N/NC(=O)c2ccc3nc[nH]c3c2)c(OC)c1OC	nt	nt	-2%	-8%	nt	21%	-3%	?
O=C(N/N=C/c1ccc(OCc2ccccc2)cc1)c1ccncc1	?	nt	-2%	i	16µM*	7%	-5%	-20%
CCOc1cc(/C=C2\NC(=O)NC2=O)cc([N+](=O)[O-])c1O	nt	nt	-7%	11%	nt	-3%	1%	-7%
Cc1nn(CCC(=O)NNC(=S)Nc2ccc(F)cc2)c(C)c1Br	?	9%	-4%	-6%	nt	1%	-1%	8%
Cc1ccc(-c2nn(-c3ccccc3)cc2C(=O)N2CCN(c3ccccn3)CC2)cc1	?	11%[46 µM]	-7%	i	3%	5%	-10%	?
CS(=O)(=O)N(CC(=O)N1CCN(c2ccccc2)CC1)c1ccc(Cl)c(C(F)(F)F)c1	1%	?	0%	-4%	-72%[inhibitor]	10%	-1%	1%
Cc1ccc(S(=O)(=O)N2CCC(C(=O)O)CC2)cc1C(=O)O	9%	7%	-5%	-7%	0%	3%	-2%	?
C=CCn1c(-c2ccc(OC)c(OC)c2)n[nH]c1=S	-2%	2%	-4%	5%	3%	22%	-4%	?
O=C(O)c1ccc(-n2cccn2)nc1	-2%	?	0%	i	13%	17%	-10%	-6%
CCOC(=O)C(C)Sc1nc2ccccc2c(=O)n1CC (stereo not drawn)	-16%	0%	0%	-1%	-4%	1%	3%	4%
CCc1c(C)nc(SCC(=O)CC(=O)OC(C)C)c(C#N)c1C	?	3%	-1%	i	10%	3%	-15%	?
COc1ccc(CCN(C)CCc2ccc(OC)c(OC)c2)cc1OC	-6%&-5%&-1%&-2%	-12%	-2%&-3%&0%&2%	-7%&15%&-1%	-16%&14%&-11%	-9%&2%&5%&2%	5%&-7%&2%&0%	3%&3%
COc1ccc(S(=O)(=O)c2c(C)c(NS(=O)(=O)c3ccccc3)cc(C)c2O)cc1	8.9µM*	nt	-4%&4%	-14%	10%	-6%	-2%&-1%	3%
COC(=O)c1ccccc1NC(=O)c1cc2n(n1)C(C(F)F)CC(C(F)F)N2 (stereo not drawn)	12%	14%	3%	-8%	-4%	3%	3%	5%
CCOC(=O)CSc1nc(C2CC2)nc2ccccc12	-5%	1%	2%	-1%	-13%	-10%	-18%	?
Cc1[nH]c2ccccc2c1C(=O)CN1CCN(C2CCCCC2)CC1	13µM*	8%	-3%	i	35%	1.8µM*	0%	-9%
CC(C)NC(=O)c1cc2ccccc2o1	11%	-9%	0%	-5%	1%	6%	-6%	9%
CCCCc1cc2c(s1)CCCC/C2=N/O	0%	?	0%	-7%	-20%	2%	9%	-4%
COc1cccc(CNC(=O)C(C(=O)NCc2cccc(OC)c2)c2ncc(C(F)(F)F)cc2Cl)c1	-1%	18%[46 µM]	-1%	0%	-7%	-5%	-1%	19%
CCNC(=S)/N=C(/Nc1ccc(OC)cc1)Nc1nc(C)cc(C)n1	5%	nt	-2%	-2%	nt	2%	0%	-1%
CCOC(=O)c1c(C)[nH]c(C(=O)OCc2c(C)noc2C)c1C	?	?	-1%	i	-30%[inhibitor]	6%	-4%	6%
CC(C)(C)NC(=O)CSc1nc(-c2ccccc2)cc(=O)[nH]1	5%	?	20%	i	1%	14%	11%	-10%
CCN(C(=O)N(CC)c1ccccc1)c1ccccc1	?	nt	-4%	-12%	4%	6%	4%	nt
CCN(CC)C(=O)C(C)N(C#N)c1nc(Cl)nc(N(C)C)n1 (stereo not drawn)	-12%	-10%[46 µM]	-1%	-3%	nt	2%	-8%	2%
Cc1cccc(N2CCN(C(=O)N3CCCCC3)CC2)c1C	-12%	?	0%	-5%	-7%	4%	2%	7%
COc1ccc(NC(=S)NCCCN2CCCC2)cc1Cl	-5%	nt	1%	i	1%	-4%	8%	5%
CC(O)C(O)C(O)C(O)/C=N/NC(=O)c1ccccc1 (stereo not drawn)	-13%	2%	-1%	-1%	8%	6%	-15%	-3%
O=C(NC1CCCCC1)N(C1=NCCCCC1)c1ccc(Br)cc1	6%	-5%	-2%	-5%	29%	-4%	1%	11%
CCOC(=O)c1ccc(CC(=O)c2ccc(O)cc2O)o1	?	?	-3%	-3%	-2%	12%	1%	-20%
CCOc1ccc(C(=O)NCC(=O)OCc2ccc(F)cc2Cl)cc1	-5%	-16%	1%	-12%	14%	5%	8%	9%
COc1ccc(C2CC(C(F)(F)F)n3nc(C(=O)O)cc3N2)cc1 (stereo not drawn)	nt	nt	-1%	-1%	nt	6%	4%	5%
C=CCOc1ccc(/C=N/N2C(=O)C(CC(=O)Nc3ccc(F)cc3F)SC2=NC)cc1 (stereo not drawn)	?	-12%	-72%	-11%	0%	39%[activator]	-4%	-2%
CS(=O)(=O)N(Cc1ccc(Cl)cc1)c1ccc(C(=O)NCCSc2ccccn2)cc1	3%	-28%	0%	-4%	-3%[1.84 µM]	8%	5%	-8%
CCOC(=O)c1[nH]c2ccc(Br)cc2c1NC(=O)CCN1CCOCC1	nt	nt	0%	0%	nt	29%	-3%	-12%
Cc1cccc(-c2noc(CCCC(=O)Nc3ccc(C(N)=O)cc3)n2)c1	7%	3%	-3%	0%	14%	2%	6%	0%
CCN1/C(=C/C(C)=C/c2sc3ccccc3[n+]2CC)Sc2ccccc21	?	nt	20µM*[fluorescent]	13µM*	-78%[inhibitor]	-134%	?	-13%
COC(=O)c1cc(Cl)c(NC(=O)/C=C/c2ccc(OC)cc2)cc1OC	?	-6%	-2%	-2%	4%	-7%	2%	?
